# Screening data deposited in PubChem by National Center for Advancing Translational Sciences (NCATS).
# TSHR antagonist = Antagonists of the Thyroid Stimulating Hormone Receptor: HTS campaign; Thyrotropin receptor (Homo sapiens), P16473; TSHR-expressing cells, TSH-stimulated cAMP HTRF, 2 h; active compounds read low; activity change, negative = inhibition, % at 11.5 µM; 330,000 tested, 0.2% active;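 active means activity change below a set negative limit, meaning inhibition stronger than a set level, cut at about -70% in these data; inconclusive means activity change between two set negative limits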; further: on the % scale 0 is the no-effect control and ±100 the full control effect
#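 Antagonism was scored as loss of TSH-driven cAMP in TSHR cells, stimulated with 4nM TSH (EC80) for 2 hours at 37 deg C and detected by homogeneous HTRF competition immunoassay.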
# TCR act = Activators of T cell receptors: qHTS campaign. primary human leukocytes, anti-CD3, IL-2 HTRF, 48 h. 330,000 tested, under 10 active. Potency, µM (top dose mostly 9.22 µM), for the others: at the top dose activation of IL-2 secretion, usual class: activators; further: % of control where 0% means no effect
#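 Readout: HTRF IL-2, Eu-cryptate/d2 antibody pair, 320nm excitation, 665nm emission. Stimulus: a-CD3 beads, no co-stimulation. Cells: primary human leukocytes. Exposure: 48 hr with compound.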
# Coupling enz = qHTS Assay for Inhibitors of Fructose-1,6-bisphosphate Aldolase from Giardia Lamblia: Coupling assay counterscreen; coupling enzyme system counterscreen, AmpLite Red fluorescence; activity change, negative = inhibition, % at 58.2 µM, hits read low; 290,000 tested, 0.67% active; in the data active means activity change below about -30%; further: on the % scale 0 is the no-effect control and ±100 the full control effect
#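 First, compound is pin-transferred into glyceraldehyde-3-phosphate coupling-enzyme reagent at 57.5 uM final and held 10 min at RT. Next, substrate, coupling system and AmpLite Red are added. After 20 min RT, fluorescence (525/598 nm) is read.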
# GALK inhibitor = qHTS Assay for Inhibitors of Human Galactokinase (GALK); P51570; Purified GALK, Kinase-Glo residual ATP luminescence; Potency, µM (series often up to 57.5 µM), for the others: at the highest dose activity change, negative = inhibition, hits mostly inhibitors; 270,000 tested, 0.007% active; further: potency means the concentration at half of the fitted maximal effect; on the % scale 0 is the no-effect control and ±100 the full control effect
#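 ATP-depletion format; final 35 uM ATP, 100 uM D-galactose, 5 nM enzyme; pH 8.0 HEPES/Mg2+ buffer; 60 min RT; luminescence read 10 min after detection reagent.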
# Giardia kill = Small Molecules that selectively kill Giardia lamblia: qHTS. Giardia lamblia trophozoite viability. activity change, % at 7.66 µM, hits read low. 340,000 tested, 0.15% active. AID 540267, 2011; in the data active means activity change below about -80%; inconclusive means between about -30% and that limit;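 further: parasites exposed to compound for two days anaerobically before the ATP read; on the % scale 0 is the no-effect control and ±100 the full control effect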
#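 Luminescent ATP signal served as the viability read-out, measured 15-30 min after adding ATP detection reagent to trophozoites that had been incubated with compounds for 48 hrs at 37 deg C anaerobically at 100 cells/well.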
# BCR signal inh = qHTS Assay to Find Inhibitors of Chronic Active B-Cell Receptor Signaling. ABC-DLBCL IkBa-CBG/CBR reporter, luminescence ratio, 4 h. Potency, µM (top dose mostly 46.1 µM), for the others: top-dose ratio change, negative = lower green/red ratio, usual class: inhibitors. 340,000 tested, 0.05% active. AID 493014, 2011; active means well fitted inhibition curve with a large enough effect in the signal ratio, with a control signal flat, not every such curve was filed as active; inconclusive means small, poorly fitted or top-dose-only effect, or effect the other way, or a change in a side signal; the % refers to the signal ratio;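 further: potency means the concentration at half of the fitted maximal effect; plate controls were basal doxycycline-induced cells for no effect and cells given 10 µM MG132 for full effect; MG132 reads +100%, hits lower the ratio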
#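 Cell line TMD8 (human ABC DLBCL), stably expressing tet-inducible CBG68-IkBa fusion and CBR; IMDM/0.5% FBS; cpd up to 46 uM; dox induction, 4 h, 37C/5% CO2; dual luminescence; green/red ratio; MG132 control.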
# KCNH2 WT inh = qHTS for Inhibitors of KCHN2 3.1: Wildtype qHTS; U2OS, BacMam KCNH2, thallium flux FluxOr; active compounds read low; activity change, % at 1.84 µM; 340,000 tested, 0.37% active;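 active means maximum activity change below -70%; inconclusive means maximum activity change between -70% and -50%; inactive means maximum activity change above -50%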; further: on the % scale 0 is the no-effect control and ±100 the full control effect
# Target sequence (Q12809 whole entry, looked up): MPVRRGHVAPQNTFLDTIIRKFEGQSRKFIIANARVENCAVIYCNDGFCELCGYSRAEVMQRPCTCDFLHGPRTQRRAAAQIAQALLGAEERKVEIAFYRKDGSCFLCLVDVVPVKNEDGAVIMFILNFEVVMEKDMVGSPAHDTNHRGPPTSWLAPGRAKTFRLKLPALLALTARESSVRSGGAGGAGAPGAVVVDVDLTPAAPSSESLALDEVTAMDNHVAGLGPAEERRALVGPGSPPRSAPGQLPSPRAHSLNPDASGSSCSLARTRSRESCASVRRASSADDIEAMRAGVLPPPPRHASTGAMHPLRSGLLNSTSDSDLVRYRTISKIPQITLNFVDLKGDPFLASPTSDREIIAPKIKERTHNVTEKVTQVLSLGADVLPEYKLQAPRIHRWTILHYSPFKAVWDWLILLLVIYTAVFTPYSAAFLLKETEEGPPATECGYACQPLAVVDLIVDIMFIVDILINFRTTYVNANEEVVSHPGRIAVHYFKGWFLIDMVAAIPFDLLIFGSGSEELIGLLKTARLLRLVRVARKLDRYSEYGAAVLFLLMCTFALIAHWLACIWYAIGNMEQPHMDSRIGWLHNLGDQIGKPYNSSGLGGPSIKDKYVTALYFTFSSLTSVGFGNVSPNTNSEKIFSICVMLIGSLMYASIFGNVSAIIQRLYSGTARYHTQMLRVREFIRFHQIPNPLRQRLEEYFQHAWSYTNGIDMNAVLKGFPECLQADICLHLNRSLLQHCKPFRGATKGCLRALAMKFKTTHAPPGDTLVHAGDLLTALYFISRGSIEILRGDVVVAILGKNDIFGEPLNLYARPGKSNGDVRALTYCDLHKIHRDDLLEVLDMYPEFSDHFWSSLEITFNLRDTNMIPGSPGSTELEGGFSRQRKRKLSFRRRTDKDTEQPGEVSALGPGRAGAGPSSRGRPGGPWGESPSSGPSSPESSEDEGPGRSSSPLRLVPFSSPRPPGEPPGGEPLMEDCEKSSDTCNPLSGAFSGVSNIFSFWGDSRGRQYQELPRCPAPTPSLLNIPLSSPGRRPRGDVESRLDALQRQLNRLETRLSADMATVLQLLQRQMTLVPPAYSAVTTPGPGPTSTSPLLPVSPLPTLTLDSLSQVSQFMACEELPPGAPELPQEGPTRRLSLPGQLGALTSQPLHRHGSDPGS
#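 U2OS cells were transduced with wild-type KCNH2 virus (2.03 x 10^8 / mL) for 4 h at room temperature, then cultured overnight at 37 C. Thallium flux was read with FluxOr dye. Rate constants were normalized to DMSO controls.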
# Tb PFK block = qHTS Assay to Find Inhibitors of T. brucei phosphofructokinase. 330,000 tested, 0.17% active. T. brucei PFK, ADP-Glo luminescence. Potency, µM (highest dose often 57.5 µM), for inactives: top-dose activity, negative = inhibition, hits mostly inhibitors;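 further: potency means the concentration at half of the fitted maximal effect; 0% = uninhibited 1x PFK enzyme wells and -100% = no-enzyme wells; nearly all actives have a fitted effect of over 60% in size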
#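 Activity is normalized to no-enzyme wells (full inhibition) and 1.25 nM enzyme wells (no inhibition). Reaction: 0.5 mM F6P, 0.1 mM ATP, 45 min RT, ADP-Glo luminescence; concentration-response curves fitted and classed by quality.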
# AT treatment = qHTS Assay for Identifying a Potential Treatment of Ataxia-Telangiectasia; 320,000 tested, 0.19% active; […] A-T fibroblasts, KAP-1 phosphorylation AlphaLISA; neocarzinostatin DNA damage 30 min before lysis; Potency, µM (top dose mostly 57.5 µM), without a hit: at the top dose activation, usual class: activators; further: potency means the concentration at half of the fitted maximal effect; % of control where 0% means no effect; nearly all actives have a fitted effect of over 45% in size
#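 ATM-like activity read as KAP-1 phosphorylation via AlphaLISA donor/acceptor antibody pairs after lysis and 6 hr at 25C. Cells were ATM-null patient fibroblasts ([…], hTERT), dosed 60 min, then exposed to the DSB inducer NCS for 30 min.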
# CXXC DNA block = qHTS Fluorescence Polarization Assay for Inhibitors of MLL CXXC domain - DNA interaction; Histone-lysine N-methyltransferase 2A (Homo sapiens), Q03164; MLL-CXXC / FITC-HOXA9 DNA fluorescence polarization; Potency, µM (top dose mostly 115 µM), for inactives: top-dose activity change, negative = inhibition, usual class: inhibitors; 290,000 tested, 0.037% active; active means well fitted inhibition curve with a large enough effect in the polarisation, with a control signal flat, not every such curve was filed as active; inconclusive means small, poorly fitted or top-dose-only effect, or effect the other way, or a change in a side signal; inactive means no such curve, though single readings can be large or run the other way; the % refers to the polarisation; further: potency means the concentration at half of the fitted maximal effect
#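 Fluorescence polarization: 7 uM MLL-CXXC (stock) preincubated 5 min with compounds, then 50 nM fluorescein-HOX-A9 DNA (stock) added; 30 min ambient. Buffer 50 mM Tris-HCl pH 7.5, 50 mM NaCl, 1 mM DTT, 0.05% BSA.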
# * marks the source's active call; other numbers are inactive results; ? = inconclusive; . = no result given; & = joins results of further samples; [ ] = remark or other dose. Unless noted, the call rests on the fitted dose curve; in most records, active means well fitted curve in the direction sought with a large enough effect; inconclusive means small, poorly fitted or top-dose-only effect, or another doubt; inactive means no such curve, though single readings can be large; an effect the other way counts as inactive or inconclusive.
# Start of the data: the first 3 compounds, ahead of the listing:
1	O=C(Nc1ccc(Cl)cc1)N1CCC(c2nc(-c3ccccc3Cl)no2)CC1
2	FC(F)Oc1ccc(-c2csc(=Nc3cccnc3)n2CC2CCCO2)cc1 (stereo not drawn)
3	Cc1ccc(OCC(O)Cn2c(=N)n(CCN3CCCCC3)c3ccccc32)cc1 (stereo not drawn)

Screen / compound no.	1	2	3
TCR act	10%	7%[46.1 µM]	1%
TSHR antagonist	21	6	14
Coupling enz	-1	1	1
GALK inhibitor	-3%	2%	0%
CXXC DNA block	15%	3%	22%
KCNH2 WT inh	10	-4	16
BCR signal inh	2%	-5%	?
Tb PFK block	0%	4%	0%
Giardia kill	-1	10	-15
AT treatment	-2%	.	1%

# Main list, previewed entries included:
1	O=C(Nc1ccc(Cl)cc1)N1CCC(c2nc(-c3ccccc3Cl)no2)CC1
2	FC(F)Oc1ccc(-c2csc(=Nc3cccnc3)n2CC2CCCO2)cc1 (stereo not drawn)
3	Cc1ccc(OCC(O)Cn2c(=N)n(CCN3CCCCC3)c3ccccc32)cc1 (stereo not drawn)
4	Cc1occc1C(=O)N1CCN(c2ccc([N+](=O)[O-])cc2)CC1
5	Cc1cc(-c2nnc(SCC(=O)Nc3ccccc3)n2C)no1
6	CCn1c2c(c(=N)c3c1CCC3)CCCC2
7	CCN(Cc1ccncc1)Cc1ccc(OC)cc1OC
8	O=C1CC(Sc2nnc(-c3ccccc3)o2)C(=O)N1c1ccccc1 (stereo not drawn)

Screen / compound no.	1	2	3	4	5	6	7	8
TCR act	10%	7%[46.1 µM]	1%	-1%	-1%	3%	3%	1%
TSHR antagonist	21	6	14	6	-11	-3	-1	4
Coupling enz	-1	1	1	.	-1	6	-5	0
GALK inhibitor	-3%	2%	0%	1%	0%	10%	-6%	1%
CXXC DNA block	15%	3%	22%	-3%	-7%	8%	-1%	-8%
KCNH2 WT inh	10	-4	16	19	1	2	29	6
BCR signal inh	2%	-5%	?	15%	8%	?	-1%	?
Tb PFK block	0%	4%	0%	-15%	2%	-2%	1%	0%
Giardia kill	-1	10	-15	25	16	-10	8	-5
AT treatment	-2%	.	1%	-16%	5%	-5%	6%	-6%

9	Cc1cc(C)nc(SCc2ccc(C(=O)O)o2)n1
10	O=C(CCCC(=O)N(CC(=O)NC1CCCC1)c1ccc(F)c(Cl)c1)Nc1ccccn1
11	Cc1cc2ccccc2nc1SCC(=O)N1c2ccccc2CC1C (stereo not drawn)
12	CCCNC(=O)c1ccccc1C(=O)NCCC
13	CC(Sc1nnc(-c2ccc(O)cc2)o1)C(=O)Nc1cccc2ccccc12 (stereo not drawn)
14	COc1cc(O)c(C(CCN2CCCC(C)C2)c2cc(OC)c(OC)c(OC)c2)c(OC)c1 (stereo not drawn)
15	COc1ccc(C(C(=O)NCc2ccccc2)N(C(=O)c2snc(C(N)=O)c2N)C2CCCC2)cc1O (stereo not drawn)
16	COc1ccc(-c2noc(-c3ccccc3F)n2)cc1

Screen / compound no.	9	10	11	12	13	14	15	16
TCR act	6%	-2%	-11%	-17%	0%	14%	-2%	0%
TSHR antagonist	6	-3	-5	-3	-6	-5	-3	-8
Coupling enz	10	-3	2	0	1	-1&0	-4	1
GALK inhibitor	-2%	0%	0%	-1%	-1%	-1%	-1%	3%
CXXC DNA block	0%	13%	-2%	7%	2%	3%	-5%	16%
KCNH2 WT inh	-7	5	-6	2	-2	.	11	-8
BCR signal inh	?	-13%	?	-1%	?	-1%	?	?
Tb PFK block	0%	-10%	1%	16%	-6%	1%	-2%	0%
Giardia kill	-1	-9	-25	-7	-9	14&-7	8	27
AT treatment	3%	-6%	0%	3%	4%	-8%	2%	10%

17	O=S(=O)(c1cccc(Br)c1)N1CCN(C(=S)NCC2CCCO2)CC1 (stereo not drawn)
18	COc1nc2ccccc2nc1CCC(=O)O
19	CC1Oc2ccccc2N(CC(=O)N2CCCC2)C1=O (stereo not drawn)
20	CCCCn1c(/N=C/c2c[nH]c3ccccc23)nc2ccccc21
21	CN(C)S(=O)(=O)c1ccc(Cl)c(NC(=O)COC(=O)C2CSC3(C)CCC(=O)N23)c1 (stereo not drawn)
22	Fc1ccc(-n2nnc(-c3ccccc3Br)n2)cc1
23	CCCn1c(SCC(=O)N2CCCc3ccccc32)nnc1-c1ccco1
24	CCCCCN(C(=O)COC(=O)Cc1c(C)nc2ccccc2c1C)c1c(N)n(CCCC)c(=O)[nH]c1=O

Screen / compound no.	17	18	19	20	21	22	23	24
TCR act	3%	2%	-2%	4%	-4%[46.1 µM]	-4%	1%	-2%
TSHR antagonist	7	-35	-40	0	-4	-36	35	-5
Coupling enz	.	6	-1	.	1	-9	1	.
GALK inhibitor	.	-2%	-1%	-9%	3%	-2%	-2%	.
CXXC DNA block	.	-8%	-2%	13%	3%	2%	0%	.
KCNH2 WT inh	5	-4	-1	-8	-1	-9	22	-4
BCR signal inh	6%	10%	0%	1%	0%	1%	?	-4%
Tb PFK block	7%	5%	1%	-3%	3%	3%	-8%	0%
Giardia kill	4	4	-9	1	-27	7	10	7
AT treatment	-1%	12%	-3%	-1%	-8%	-20%	7%	-3%

25	Cc1ccc(C(=O)OCC(=O)N2CCNC2=O)c(C)c1
26	CC(C)Oc1c(Cl)cc(CNC(C)(C)CO)cc1Cl
27	O=C(NCCN1CCOCC1)c1ccc(Cl)cc1O
28	N#CCSc1nc2ccccc2c(=O)n1C1CCCCC1
29	CC(=O)N1c2ccc(S(=O)(=O)N3CCC(C(=O)N4CCCCC4)CC3)cc2CC1C (stereo not drawn)
30	COc1ccc(C2CC(=O)N3C(=C2C#N)SCC3(O)c2ccccc2)cc1 (stereo not drawn)
31	O=C(NCc1nc2ccccc2[nH]1)C1=C[C@@H](C2CCCCC2)C[C@@H](OCCCCO)O1
32	CCC1CCCCN1S(=O)(=O)c1ccc(S(=O)(=O)N2CCN(S(=O)(=O)CC)CC2)cc1 (stereo not drawn)

Screen / compound no.	25	26	27	28	29	30	31	32
TCR act	-8%	-2%	0%	3%	2%	-1%	0%	-2%
TSHR antagonist	-4	-4	-8	-12	-4	0	0	42
Coupling enz	.	1	-3	2	-5	-12	5	1
GALK inhibitor	.	2%	0%	4%	-3%	-2%	0%	-3%
CXXC DNA block	.	2%	-5%	7%	2%	-1%	-15%	11%
KCNH2 WT inh	-11	11	-13	-2	-3	11	10	0
BCR signal inh	-4%	5%	0%	1%	0%	-8%	-3%	?
Tb PFK block	1%	-6%	1%	0%	0%	3%	7%	9%
Giardia kill	-7	5	-4	13	-14	9	26	1
AT treatment	-7%	4%	0%	2%	15%	-1%	5%	11%

33	COc1ccc2cc(C(C)C(=O)OC(C)C)ccc2c1 (stereo not drawn)
34	Cc1cc(NC(=O)NC(=O)c2ccccc2F)no1
35	CCCS(=O)(=O)c1c(S(=O)(=O)CCC)c2c(N)cccn2c1C(=O)c1ccccc1
36	Cc1ccc(S(=O)(=O)N2C(=O)CCC2C(=O)O/N=C(\N)c2cccc([N+](=O)[O-])c2)cc1 (stereo not drawn)
37	O=S1(=O)CCOC[C@H](CC2CCCCC2)N1Cc1cccc(C(F)(F)F)c1
38	Cc1onc(-c2c(F)cccc2Cl)c1C(=O)ONC(=O)c1ccccc1

Screen / compound no.	33	34	35	36	37	38
TCR act	-11%	-3%	0%	1%	1%	4%
TSHR antagonist	2	-12	9	-13	-2	7
Coupling enz	.	.	-18	.	2	5
GALK inhibitor	.	0%	1%	2%	.	-2%
CXXC DNA block	.	5%	9%	20%	-2%	7%
KCNH2 WT inh	-7	-5	0	0	-5	4
BCR signal inh	?	?	-2%	8%	7%	4%
Tb PFK block	-1%	0%	-6%	0%	-2%	1%
Giardia kill	-1	?	19	14	-8	12
AT treatment	25%	4%	-1%	7%	4%	0%

# Full records, quoted from the list:
# Profile of Cc1onc(-c2c(F)cccc2Cl)c1C(=O)ONC(=O)c1ccccc1 : TCR act: 4%; TSHR antagonist: 7; Coupling enz: 5; GALK inhibitor: -2%; CXXC DNA block: 7%; KCNH2 WT inh: 4; BCR signal inh: 4%; Tb PFK block: 1%; Giardia kill: 12; AT treatment: 0%
# Profile of N#CCSc1nc2ccccc2c(=O)n1C1CCCCC1 : TCR act: 3%; TSHR antagonist: -12; Coupling enz: 2; GALK inhibitor: 4%; CXXC DNA block: 7%; KCNH2 WT inh: -2; BCR signal inh: 1%; Tb PFK block: 0%; Giardia kill: 13; AT treatment: 2%
